Screens deposited in PubChem by The Scripps Research Institute Molecular Screening Center.
OXTR agonist – human OXTR agonists, primary screen, fluorescence, CHO-OTR cells, Fluo-8 calcium; activation, % at 3 µM; Fluo-8 calcium fluorescence; normalized: DMSO 0%, oxytocin 100%; 320,000 tested, 0.32% active;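 active = activation above the mean of all tested compounds plus 3 SD, cutoff set per screening run, cut at about 20% in these data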;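 note: peak over basal fluorescence ratio from a 100 s FLIPR kinetic read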
Target sequence (P30559 whole entry, looked up): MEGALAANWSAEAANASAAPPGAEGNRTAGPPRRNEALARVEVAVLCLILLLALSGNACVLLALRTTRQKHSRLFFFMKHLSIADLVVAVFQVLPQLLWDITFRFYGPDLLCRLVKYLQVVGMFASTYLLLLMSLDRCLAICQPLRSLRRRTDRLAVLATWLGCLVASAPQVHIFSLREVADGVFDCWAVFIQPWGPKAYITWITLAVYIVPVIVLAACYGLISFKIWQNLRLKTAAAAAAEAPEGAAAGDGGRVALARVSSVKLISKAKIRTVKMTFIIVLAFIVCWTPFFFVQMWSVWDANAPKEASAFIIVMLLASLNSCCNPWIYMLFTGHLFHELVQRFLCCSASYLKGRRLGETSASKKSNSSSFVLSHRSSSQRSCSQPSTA
CHO-K1 Ca ag – counter-screen for M1 agonists: effect in parental CHO-K1 cells; Fluo-8 calcium fluorescence; scaled to maximal ATP response, vehicle zero; activation, % at 3 µM; 360,000 tested, 0.48% active; AID 602248, 2012; in the data active = activation above about 15%;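 note: untransfected CHO-K1 host cells lacking M1 receptor as counterscreen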
CHO-K1 Ca PAM – nonselective calcium activators in parental CHO-K1 cells, primary screen, counter-screen for M1 PAM project, cell-based, Fluo-8 calcium fluorescence, full deck, 1536-well. ATP EC20; 0% at ATP EC20, 100% at ATP max. activation, % at 3 µM. 360,000 tested, 0.02% active;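 active = activation above the run cutoff, the mean activation of all test compounds plus 3 SD, cut at about 40% in these data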;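 note: peak over basal fluorescence ratio in a 140 s read after ATP addition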
TAAR1 antag – human TAAR1 antagonists, primary screen, Fluo-8 calcium fluorescence, CHO RD-HGA16 cells; 360,000 tested, 1.5% active; antagonist; inhibition, % at 3 µM; Trace amine-associated receptor 1 (Homo sapiens), Q96RJ0;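 active = inhibition above a per-plate cutoff, the mean inhibition of test compounds on that plate plus 3 SD, cut at about 49% in these data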;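 note: 0% = DMSO plus EC80 beta-PEA response and 100% = DMSO alone without agonist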
Target sequence (Q96RJ0 whole entry, looked up): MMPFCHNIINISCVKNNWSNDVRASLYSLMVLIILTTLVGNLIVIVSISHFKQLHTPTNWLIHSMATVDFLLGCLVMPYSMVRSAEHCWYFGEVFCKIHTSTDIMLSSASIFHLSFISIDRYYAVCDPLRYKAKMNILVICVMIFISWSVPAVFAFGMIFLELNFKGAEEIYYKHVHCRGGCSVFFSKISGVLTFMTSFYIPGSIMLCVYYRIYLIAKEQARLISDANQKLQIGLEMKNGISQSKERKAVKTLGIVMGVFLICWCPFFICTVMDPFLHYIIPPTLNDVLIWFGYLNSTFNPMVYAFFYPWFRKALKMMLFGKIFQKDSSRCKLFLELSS
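Test system: RD-HGA16 CHO cells with stable hTAAR1 and Gα16 / Probe or stimulus: EC80 β-phenethylamine stimulus / Times: seeding 17-24 h prior, 75-min 37 °C, 30-min RT dye loading / Detection: Fluo-8 calcium-sensitive fluorescence / Read-out basis: % inhibition scaled between DMSO and EC80 PEA controls / Repeats: singlicate, one well per test compound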
CHO parental Ca – ATP-evoked calcium signal inhibitors, parental CHO, primary screen, counter-screen for OX1R antagonist project, cell-based, fluorescence, Fluo-8 calcium dye | 330,000 tested, 0.63% active | AID 463079, 2010 | inhibition, % at 5.6 µM | parental CHO-K1, ATP-induced calcium, Fluo-8 fluorescence;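 active = inhibition above that plate's mean sample inhibition plus 3 SD, cut at about 26% in these data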;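 note: 0% = ATP-challenged DMSO wells and 100% = DMSO wells without ATP; some compounds past the cut are filed as inactive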
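Test system: parental CHO cells; detection: calcium-sensitive Fluo-8 fluorescence; evaluation: percent inhibition of calcium signal; also added: ATP as calcium-mobilizing challenge; repeats: one well per compound; control set: ATP-challenged DMSO wells low, unchallenged DMSO wells high; compound: single nominal dose of 5.6 µM per compound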
OXTR potentiator – human OXTR potentiators, primary screen, fluorescence, CHO-OTR cells, Fluo-8 calcium; activation, % at 3 µM; 320,000 tested, 0.061% active; Oxytocin receptor (Homo sapiens), P30559; Fluo-8 calcium fluorescence, potentiator mode; 0% = oxytocin EC15, 100% = EC100;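 active = activation above that plate's cutoff, the mean activation of tested compounds plus 3 SD, cut at about 6.6% in these data, passing the limit was not always enough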;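 note: 100% uses oxytocin at 75 nM as the full agonist control; some results filed as inactive read as strong as hits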
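Assay system: CHO-OTR cells, human receptor / Also added: oxytocin at about EC15, sub-maximal agonist stimulus / Dosing: single dose, 3.0 µM nominal final compound concentration / Incubation: 6 min pre-incubation, 100 s read / Technique: Fluo-8 calcium dye fluorescence / Read-out: % activation vs EC15 and EC100 oxytocin / Benchmarks: EC15 oxytocin low, 75 nM oxytocin high / Replicates: singlicate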
CHO-K1 Ca antag – M1 antagonist counterscreen hit in parental CHO-K1 cells; inhibition, % at 3 µM; AID 602250; 360,000 tested, 0.6% active; ATP-induced calcium, Fluo-8 fluorescence;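 active = inhibition above a per-plate cutoff, the plate's mean sample inhibition plus 3 SD, cut at about 24% in these data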;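 note: 0% = DMSO plus EC80 ATP and 100% = DMSO alone without ATP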
V1R ag counter – agonists of human V1a receptor, primary screen, counter-screen for OXTR agonist project, fluorescence, CHO-V1R cells | 320,000 tested, 0.25% active | Fluo-8 calcium fluorescence, agonist mode; 0% DMSO, 100% 3 nM vasopressin | activation, % at 3 µM;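 active = activation above the mean activation of all tested compounds plus 3 SD, per screening run, cut at about 20% in these data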;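 note: signal is peak over basal fluorescence ratio across a 100 second FLIPR read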
GPR7 antag – GPR7 receptor antagonists, primary screen, cell-based, fluorescence, single concentration; GPR7-expressing cells, fluorescence antagonist assay; Neuropeptides B/W receptor type 1 (Homo sapiens), P48145; 290,000 tested, 1.1% active; inhibition, % at 4.4 µM; in the data active = inhibition above about 16%, passing the limit was not always enough;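 note: cells stimulated with the agonist NPW; 0% = agonist with vehicle and 100% = vehicle without agonist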
Target sequence (P48145 whole entry, looked up): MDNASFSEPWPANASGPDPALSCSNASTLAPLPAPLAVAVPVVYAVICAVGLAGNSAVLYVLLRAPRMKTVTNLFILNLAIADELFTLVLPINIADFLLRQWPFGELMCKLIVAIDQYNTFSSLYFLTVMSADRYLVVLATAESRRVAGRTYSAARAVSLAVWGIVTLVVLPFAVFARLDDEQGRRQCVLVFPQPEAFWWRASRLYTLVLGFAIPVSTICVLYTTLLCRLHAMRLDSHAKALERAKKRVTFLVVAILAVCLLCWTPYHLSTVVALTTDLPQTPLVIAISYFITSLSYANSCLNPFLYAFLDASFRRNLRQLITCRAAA
* = called active by the depositor; . = not tested or not shown; & = joins results of further samples.

SMILES	OXTR agonist	CHO-K1 Ca ag	CHO-K1 Ca PAM	TAAR1 antag	CHO parental Ca	OXTR potentiator	CHO-K1 Ca antag	V1R ag counter	GPR7 antag
N#Cc1ccc(Oc2ccc(S(=O)(=O)N3CCOCC3)cn2)cc1	1.0	0.3	-1	-1	-9	5	4	0.5	.
O=C(CNC(=O)c1ccco1)OCc1ccccc1Cl	-0.6	0.7	5	-14	-8	2	-3	-0.7	.
O=C(Cc1ncc(C(F)(F)F)cc1Cl)N1CCN(c2cccc(Cl)c2)CC1	4.3	1.5	13	3	-16	-22	-1	7.9	-3
CCOc1ccc(C(C)=O)cc1COc1ccc(-c2nnco2)cc1	-0.9	0.0	3	-7	-6	-4	-2	0.8	22
Cc1ccc(-c2ccccc2)n1-c1cccc(C(=O)O)c1	0.3	0.6	10	-33	-6	-5	-3	0.5	-7
Cc1ccc(F)cc1NCC(=O)Nc1ccc(Br)cc1	-0.4	2.0	20	-1	-24	-8	-8	0.7	-13
CN(Cc1nccn1C)C(=O)CCc1nnc(CCC2CCCCC2)o1	-0.6	-0.4	0	2	2	-2	3	0.9	2
C=CCc1cccc(/C=N/NC(=O)C(=O)Nc2ccc(C)cc2)c1O	-1.0	-0.4	10	-3	-14	-5	-7	0.5	-7
O=C(N/N=C/c1coc2ccccc2c1=O)c1cc(O)cc(O)c1	.	-0.2	-10	19	.	.	13	.	3
Cc1ccc(CCNC(=O)CN(C)S(=O)(=O)c2ccc3c(c2)c(=O)n(C)c(=O)n3C)cc1	-1.0	0.7	22	-8	-7	-9	-12	-0.3	-4
COc1ccc(OCCCC(=O)Nc2cc(S(=O)(=O)N3CCCCC3)ccc2C)cc1	5.5	1.3	2	16	-11	-8	-5	6.5	.
OC(COc1cccc2ccccc12)CN1CCN(c2ccc(Cl)cc2)CC1 (stereo unspecified)	1.6	2.0	0	-11	-30	7	-14	-1.0	0&-2
CC(C)NC(=O)C1CCN(Cc2cccc(OCc3ccccc3)c2)CC1	.	-0.6	-7	-29	.	.	-12	.	.
CCOc1ccccc1N(CC(=O)NC1CCCCC1)C(=O)CNC(=O)c1ccco1	-0.5	-0.3	6	-17	-18	-1	-4	-0.5	-5
COc1cc(OC)cc(-c2c(C#Cc3ccsc3)c3cc(-c4ccc5cc[nH]c5c4)ccc3n2C)c1	-0.6	0.4	28	-2	2	-1	-16	-0.7	.
CCN(c1ccccc1)S(=O)(=O)c1cccc(C(=O)NCc2ccccc2CN2CCOCC2)c1	1.9	5.3	18	21	-20	-8	-23	1.6	.
Cc1ccc(S(=O)(=O)Nc2cccc3c2CCCC3)cc1	-2.4	0.2	8	5	4	-12	-2	-0.7	-8
COc1ccc(C(=O)OCC(=O)c2ccco2)cc1[N+](=O)[O-]	.	-0.5	-9	5	.	.	15	.	.
Cc1c(O)ccc2c(CN3CCN(Cc4ccccc4)CC3)cc(=O)oc12	3.9	9.6	4	12	1	-10	-1	3.5	6
O=C(OCC(=O)N1CCc2ccccc21)c1n[nH]c(=O)c2ccccc12	-0.9	0.3	8	13	-24	-5	-2	0.3	.
COc1ccc(CCNCC(O)Cn2ccc3ccccc32)cc1OC (stereo unspecified)	2.8	1.0	18	-13	-15	-11	-9	2.2	-7
S=c1nc2ccccc2c2nc(-c3ccccc3Cl)[nH]n12	0.2	0.8	-11	-15	-7	-13	-7	7.2	28
CCOC(=O)c1sc(NC(=O)/C=C/c2cnn(C)c2C)c(C(=O)OC(C)C)c1C	-0.6	0.4	20	-9	-21	5	-17	-0.9	-4
COc1ccc(CCN2C(=O)C3C(C2=O)C2C=CC3C23CC3)cc1OC (stereo unspecified)	-0.5	2.2	7	4	-19	-9	7	0.1	-16
C=CCNc1nc(Nc2cc(Cl)ccc2OC)nc(OC)n1	-1.2	0.3	20	-14	-16	-14	-16	-1.0	-9
COc1ccccc1C(CNC(=O)CNC(=O)c1ccccc1Cl)N1CCCC1 (stereo unspecified)	0.7	0.7	19	-2	-14	-6	6	0.1	.
CCOC(=O)C1CCN(C(=O)Cc2ccccc2OC)CC1	1.0	-0.2	0	-16	-6	0	1	0.7	3
CCOC(=O)c1ccc(S(=O)(=O)N2CCN(C(=O)CSc3nc4ccccc4o3)CC2)cc1	4.8	3.0	25	-2	-17	-12	-8	5.9	3
O=C(Nc1ccc(Cl)cc1Cl)Nn1cnnc1	0.6	0.6	-6	-5	3	5	-1	8.7	-11
CC(C)CCNC(=O)c1cccnc1Sc1ccccc1	-1.1	-0.5	-12	5	-10	-3	18	0.7	-17
Cc1ccccc1-n1cc(CNCc2c(C(=O)N(C)C)nc3ccc(Cl)cn23)cn1	-0.8	1.8	9	-5	-28	-5	-10	-0.2	-5
COc1cccc(-c2nnc(NC(=O)c3cccc(F)c3)o2)c1	2.0	1.4	15	-8	18	-3	10	9.3	.
O=C(COc1ccc2ccc(=O)oc2c1)NC(Cc1ccc(Cl)cc1)C(=O)O (stereo unspecified)	-0.8	1.3	15	-7	-6	-2	1	-0.2	-2
COc1ccc(OC)c(NC(=O)c2ccccc2NC(=O)c2ccco2)c1	0.7	3.8	-4	28	-10	-5	1	-1.0	-14
COc1cnc(-c2ccccn2)nc1NC(C)C	0.4	0.8	16	12	-13	-3	3	0.4	-7
COc1ccc(S(=O)(=O)N2CCOC23CCN(S(=O)(=O)c2ccc(F)cc2C)CC3)cc1	.	1.8	-14	-5	.	.	5	.	.
COc1ccc(OC)c(-c2csc(NC(=O)CSc3ccc([N+](=O)[O-])cc3)n2)c1	1.2	2.4	20	49*	1	-4	5	1.0	0
CCCOc1ccc(C2NC(=S)NC(C)=C2C(=O)c2ccccc2)cc1OC (stereo unspecified)	1.8	-0.5	-1	-9	-11	7	4	0.7	11
O=[N+]([O-])c1ccc(-c2cnc3ccccc3n2)cc1	-1.5	0.2	5	-8	-9	-10	-8	-1.0	-4
CCS(=O)(=O)N1Cc2ccccc2CC1C(=O)N(C)Cc1ccc(OC)c(F)c1 (stereo unspecified)	0.6	1.8	-27	1	-14	-5	-2	4.6	-2

Another view of 10 compounds above.
Each structure is followed by: OXTR agonist	CHO-K1 Ca ag	CHO-K1 Ca PAM	TAAR1 antag	CHO parental Ca	OXTR potentiator	CHO-K1 Ca antag	V1R ag counter	GPR7 antag
- Cc1ccccc1-n1cc(CNCc2c(C(=O)N(C)C)nc3ccc(Cl)cn23)cn1
  -0.8	1.8	9	-5	-28	-5	-10	-0.2	-5
- COc1cccc(-c2nnc(NC(=O)c3cccc(F)c3)o2)c1
  2.0	1.4	15	-8	18	-3	10	9.3	.
- O=C(COc1ccc2ccc(=O)oc2c1)NC(Cc1ccc(Cl)cc1)C(=O)O (stereo unspecified)
  -0.8	1.3	15	-7	-6	-2	1	-0.2	-2
- COc1ccc(OC)c(NC(=O)c2ccccc2NC(=O)c2ccco2)c1
  0.7	3.8	-4	28	-10	-5	1	-1.0	-14
- COc1cnc(-c2ccccn2)nc1NC(C)C
  0.4	0.8	16	12	-13	-3	3	0.4	-7
- COc1ccc(S(=O)(=O)N2CCOC23CCN(S(=O)(=O)c2ccc(F)cc2C)CC3)cc1
  .	1.8	-14	-5	.	.	5	.	.
- COc1ccc(OC)c(-c2csc(NC(=O)CSc3ccc([N+](=O)[O-])cc3)n2)c1
  1.2	2.4	20	49*	1	-4	5	1.0	0
- CCCOc1ccc(C2NC(=S)NC(C)=C2C(=O)c2ccccc2)cc1OC (stereo unspecified)
  1.8	-0.5	-1	-9	-11	7	4	0.7	11
- O=[N+]([O-])c1ccc(-c2cnc3ccccc3n2)cc1
  -1.5	0.2	5	-8	-9	-10	-8	-1.0	-4
- CCS(=O)(=O)N1Cc2ccccc2CC1C(=O)N(C)Cc1ccc(OC)c(F)c1 (stereo unspecified)
  0.6	1.8	-27	1	-14	-5	-2	4.6	-2

(next part)
SMILES	OXTR agonist	CHO-K1 Ca ag	CHO-K1 Ca PAM	TAAR1 antag	CHO parental Ca	OXTR potentiator	CHO-K1 Ca antag	V1R ag counter	GPR7 antag
CCN1/C(=C/C(C)=O)Sc2ccc(OC)cc21	-2.8	-0.4	8	-14	-3	-7	-18	-1.1	-9
CS(=O)(=O)N1CCN=C1SCc1ccc(Br)cc1	1.0	1.1	-2	-27	-10	-3	-4	3.6	-4
N#CC1=C(N)OC2=C(C(=O)CCC2)C1c1ccc2c(c1)OCO2 (stereo unspecified)	-0.3	0.2	13	-19	-5	3	2	0.2	-14
O=C(CS(=O)(=O)c1cccc(Cl)c1)Nc1ccccc1Cl	-0.8	0.2	13	6	-10	-8	-5	-0.5	-3
CCCCCCCCNC(=O)/C(C#N)=C/c1ccccc1[N+](=O)[O-]	-1.2	2.2	9	8	-22	-1	5	0.1	-10
CCN(CC(=O)NCc1cccs1)C(=O)c1cccc(S(=O)(=O)Nc2ccc(C)cc2)c1	1.3	5.1	9	-13	-34	-2	-1	1.6	.
Cc1cc(NC(=O)CSc2nncc(=O)n2N)no1	0.6	0.7	16	-27	-12	-12	-13	0.9	-15
CCOC(=O)C1(CC2CCCCO2)CCN(Cc2nccn2-c2ccc(OC)cc2)CC1 (stereo unspecified)	-0.8	0.4	18	9	-2	-9	1	7.6	0
CC1CCCCC1n1c(-c2cccnc2)n[nH]c1=S (stereo unspecified)	0.7	-0.1	4	3	0	-2	-6	0.0	2
COc1ccccc1CNC(=O)c1nn(C)c2c1CS(=O)(=O)c1ccccc1-2	1.3	0.7	5	-21	-10	-9	-1	2.5	-8
CC(NC(=O)CN1CCN(CC(=O)Nc2ccccc2Cl)CC1)c1ccc(Br)cc1 (stereo unspecified)	8.0	13	-2	13	-25	-9	8	5.1	.
CC(Sc1ccccc1)C(=O)Nc1ccc(S(=O)(=O)N2CCOCC2)cc1 (stereo unspecified)	8.9	2.2	7	3	-3	-13	9	9.6	1
C=CC[C@]12CCc3ccccc3C1N(c1ccc(C(=O)OCC)cc1)C2=O (stereo partly specified)	2.0	-0.5	9	11	-41	1	-6	1.5	.
CC1CCCCN1S(=O)(=O)c1ccc2c(c1)CCN2C(=O)C1CCC1 (stereo unspecified)	0.7	3.2	18	11	-9	-14	-5	2.4	-9

This is a random part of the collection. About 3.5% of those tested had a hit in this group.
